PLK1 kinase inh = blocks human PLK1 kinase activity. P53350. inhibition, % at 10 µM. recombinant PLK1 kinase, TR-FRET peptide phosphorylation. AID 619. 97,000 tested, 0.53% active;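 active = inhibition of 50% or more in the single-concentration screen; inactive = inhibition below 50%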;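 also: 0% = DMSO max control and 100% = H-89 dihydrochloride min control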
CYP2C19 inh = human CYP2C19 inhibition; P33261; inhibition, % at 5 µM; 96,000 tested, 21% active; CYP2C19 Supersomes, luciferin-H EGE luminescence, 30 min; AID 778;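 active = CYP2C19 inhibition above a set limit at 5 µM in the primary screen, cut at about 50% in these data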;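 also: plate controls were negative control wells for no effect and 2.5 mM tranylcypromine positive control for full effect; values of inactives mirror those of a sister screen read the other way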
Target sequence (P33261 whole entry, looked up): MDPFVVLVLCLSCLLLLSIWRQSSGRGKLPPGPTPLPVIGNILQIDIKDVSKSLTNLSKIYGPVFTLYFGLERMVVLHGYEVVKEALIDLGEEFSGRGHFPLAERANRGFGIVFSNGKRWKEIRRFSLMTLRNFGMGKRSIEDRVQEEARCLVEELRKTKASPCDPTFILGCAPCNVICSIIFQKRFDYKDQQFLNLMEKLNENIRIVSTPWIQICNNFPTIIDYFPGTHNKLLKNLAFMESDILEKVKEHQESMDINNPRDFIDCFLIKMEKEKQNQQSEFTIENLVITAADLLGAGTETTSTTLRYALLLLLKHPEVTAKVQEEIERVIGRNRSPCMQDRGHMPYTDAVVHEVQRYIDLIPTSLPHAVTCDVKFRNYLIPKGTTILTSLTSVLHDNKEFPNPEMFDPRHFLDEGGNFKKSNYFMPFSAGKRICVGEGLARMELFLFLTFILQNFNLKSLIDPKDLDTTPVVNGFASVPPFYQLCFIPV
CYP2C9 inh = blocks human cytochrome P450 2C9; CYP2C9 Supersomes, luciferin-H conversion, luminescence; inhibition, % at 5 µM; 96,000 tested, 20% active;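 active = blocking of liver enzyme CYP2C9 beyond about 50% at 5 µM, limit read from the data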; also: values of inactives mirror those of a sister screen read the other way
CYP2C19 act = cytochrome P450 2C19 (human) activation; P33261; recombinant CYP2C19, luciferin-H EGE luminescence; active compounds read high; 0 = fully inhibited enzyme, 1 = untreated enzyme; activation factor at 5 µM; 96,000 tested, under 10 active; AID 1025;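 active = activation factor of at least 2 at 5 µM in the primary screen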;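 also: 0 = wells with 2.5 mM tranylcypromine and 1 = vehicle-only wells; values of inactives mirror those of a sister screen read the other way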
EphB4 ephrin blk = antagonists of human EphB4-ephrin-B2 interaction. AID 720. 97,000 tested, 0.15% active. EphB4 LBD / TNYL-RAW-Alexa532 peptide, fluorescence polarization. inhibition, % at 7 µM. P54760;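 active = inhibition above the screen-wide mean inhibition plus 3 SD, cut at about 15% in these data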;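 also: 0% = DMSO wells and 100% = excess unlabeled TNYL-RAW peptide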
PLAP activator = activates human placental alkaline phosphatase; P05187; purified PLAP enzyme, luminescent substrate read-out; active compounds read high; activation fold at 20 µM; 96,000 tested, 1.2% active; AID 696; in the data active = activation fold above about 2
Target sequence (P05187 whole entry, looked up): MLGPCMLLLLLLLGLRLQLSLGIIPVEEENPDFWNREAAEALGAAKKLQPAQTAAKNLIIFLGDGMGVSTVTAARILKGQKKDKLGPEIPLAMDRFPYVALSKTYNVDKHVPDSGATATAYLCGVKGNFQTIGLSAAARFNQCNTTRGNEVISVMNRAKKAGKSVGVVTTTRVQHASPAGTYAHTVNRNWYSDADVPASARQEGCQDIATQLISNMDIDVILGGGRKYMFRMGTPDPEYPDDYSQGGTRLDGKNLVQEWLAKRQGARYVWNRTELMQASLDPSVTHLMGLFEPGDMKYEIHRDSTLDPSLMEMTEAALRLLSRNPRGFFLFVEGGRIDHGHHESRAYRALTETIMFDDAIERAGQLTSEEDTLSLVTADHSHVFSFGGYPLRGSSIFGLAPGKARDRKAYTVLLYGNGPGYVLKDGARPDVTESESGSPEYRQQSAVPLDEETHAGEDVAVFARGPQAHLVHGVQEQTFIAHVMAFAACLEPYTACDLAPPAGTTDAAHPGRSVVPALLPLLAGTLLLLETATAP
HIV Rev-RRE inh = HIV Rev-RRE protein-RNA interaction inhibition. inhibition, % at 8 µM. Rev peptide-RRE RNA binding, FRET. 97,000 tested, 0.79% active. AID 704. P05866;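 active = inhibition above the screen-wide mean plus 3 SD, cut at about 35% in these data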;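 also: 0% = median DMSO wells and 100% = median Neomycin B control wells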
Target sequence (P05866 whole entry, looked up): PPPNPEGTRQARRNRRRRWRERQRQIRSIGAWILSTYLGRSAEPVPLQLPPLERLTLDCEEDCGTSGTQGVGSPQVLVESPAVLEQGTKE
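Assay system: Labelled RRE RNA duplex and labelled Rev peptide | Times: 5 min preincubation and 15 min binding, 25 °C | Detection: FRET, ex 480 nm, em 540 and 671 nm | Evaluation: % inhibition of FRET ratio versus controls | Benchmarks: DMSO wells as 0% and neomycin B wells as 100% inhibition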
CYP2C9 act = increases human cytochrome P450 2C9 activity. P11712. recombinant CYP2C9, luciferin-H conversion, luminescence; active compounds read high; factor 1 = untreated enzyme, 0 = blocked. activation factor at 5 µM. 96,000 tested, 1.4% active. AID 1024;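 active = activation factor of 2 or more for CYP2C9 at a 5 µM dose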;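 also: 0 = sulfaphenazole-blocked wells and 1 = vehicle-only wells; values of inactives mirror those of a sister screen read the other way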
Plk1 PBD FP = blocks phosphopeptide binding to human Plk1 polo box domain; inhibition, %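 (tested at about 20 µM)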; P53350; Plk1 PBD phosphopeptide binding, fluorescence polarization; 97,000 tested, 0.13% active; in the data active = inhibition above about 34%, passing the limit was not always enough
The depositor's hits bear a star.

CSc1ccccc1NC(=O)Nc1ccc(F)c(Cl)c1 was read as PLK1 kinase inh -4, CYP2C19 inh -4, CYP2C9 inh 0, CYP2C19 act 1, EphB4 ephrin blk 1, PLAP activator 0.8, HIV Rev-RRE inh 5, CYP2C9 act 1 and Plk1 PBD FP -24.
O=C(O)CSC1CC(=O)N(c2cccc(Cl)c2)C1=O (stereo unspecified) was read as CYP2C19 inh -10, CYP2C9 inh -15, CYP2C19 act 1.1, PLAP activator 0.9 and CYP2C9 act 1.1.
O=C(Nc1ccc2c(c1)OCO2)C1CC(c2ccc(Cl)cc2)=NO1 (stereo unspecified) was read as PLK1 kinase inh -9, CYP2C19 inh 8, CYP2C9 inh 6, CYP2C19 act 0.9, EphB4 ephrin blk 9, PLAP activator 1, HIV Rev-RRE inh -1, CYP2C9 act 0.9 and Plk1 PBD FP -10.
For Cc1cc(C)nc(SCc2nc3nc(C)cc(C)n3c2Br)n1 the results were PLK1 kinase inh -6, CYP2C19 inh 6, CYP2C9 inh -2, CYP2C19 act 0.9, EphB4 ephrin blk 5, PLAP activator 0.9, HIV Rev-RRE inh 1, CYP2C9 act 1 and Plk1 PBD FP 22.
Screening Cc1nc(NC(=O)CSc2nnnn2Cc2ccccc2)sc1C returned PLK1 kinase inh -14, CYP2C19 inh 81*, CYP2C9 inh 51*, CYP2C19 act 0.2, EphB4 ephrin blk -6, PLAP activator 1.1, HIV Rev-RRE inh 8, CYP2C9 act 0.5 and Plk1 PBD FP 14.
Screening O=c1[nH]nc(Cc2ccc(-c3ccc(Cl)cc3)o2)c2ccccc12 returned PLK1 kinase inh -4, CYP2C19 inh 5, CYP2C9 inh 11, CYP2C19 act 0.9, EphB4 ephrin blk -5, PLAP activator 1, HIV Rev-RRE inh 1, CYP2C9 act 0.9 and Plk1 PBD FP 27.
`CN(C)c1ccnc(SCc2ccccc2Cl)c1C#N` gave PLK1 kinase inh -8, CYP2C19 inh 70*, CYP2C9 inh -4, CYP2C19 act 0.3, EphB4 ephrin blk -10, PLAP activator 0.6, HIV Rev-RRE inh 16, CYP2C9 act 1 and Plk1 PBD FP 13.
O=C(C1Cc2ccccc2CN1S(=O)(=O)c1cccs1)N1CCCCCC1 (stereo unspecified) was read as PLK1 kinase inh -11, CYP2C19 inh 82*, CYP2C9 inh 47, CYP2C19 act 0.2, EphB4 ephrin blk -5, PLAP activator 1, HIV Rev-RRE inh 4, CYP2C9 act 0.5 and Plk1 PBD FP 4.
Screening CN1CCN(CCCNC(=O)C2CC(=O)N(C3CCCCC3)C2)CC1 (stereo unspecified) returned PLK1 kinase inh 3, CYP2C19 inh 2, CYP2C9 inh 1, CYP2C19 act 1, EphB4 ephrin blk -4, PLAP activator 0.7, HIV Rev-RRE inh 0, CYP2C9 act 1 and Plk1 PBD FP -17.
For CCCCCCCCCC(=O)N/N=C(\C)c1cccnc1 the results were PLK1 kinase inh -9, EphB4 ephrin blk -4, HIV Rev-RRE inh 10 and Plk1 PBD FP -7.
Cc1ccc(NC(=O)Cn2nnc(C(=O)NCc3ccco3)c2N)cc1 was read as PLK1 kinase inh 5, CYP2C19 inh -9, CYP2C9 inh -3, CYP2C19 act 1.1, EphB4 ephrin blk 2, PLAP activator 1.1, HIV Rev-RRE inh 0, CYP2C9 act 1 and Plk1 PBD FP 7.
For C(=N\n1cnnc1)/c1cccc(Oc2ccccc2)c1 the results were CYP2C19 inh 77*, CYP2C9 inh 57*, CYP2C19 act 0.2, PLAP activator 0.8 and CYP2C9 act 0.4.
`CC1CCCCC1NC(=O)COC(=O)c1ccc(S(=O)(=O)N2CCOCC2)cc1` (stereo unspecified) gave PLK1 kinase inh -18, CYP2C19 inh -1, CYP2C9 inh 4, CYP2C19 act 1, EphB4 ephrin blk -9, PLAP activator 0.9, HIV Rev-RRE inh -3, CYP2C9 act 1 and Plk1 PBD FP 1.
`CCCCN(CCCC)C(=O)c1nsnc1-c1ccccc1O` gave PLK1 kinase inh -9, CYP2C19 inh 37, CYP2C9 inh 43, CYP2C19 act 0.6, EphB4 ephrin blk 2, PLAP activator 1, HIV Rev-RRE inh 4, CYP2C9 act 0.6 and Plk1 PBD FP 1.
Screening CCOc1ccc(-n2nnc3c(=O)n(CC(=O)N4CCCc5ccccc54)cnc32)cc1 returned PLK1 kinase inh -8, CYP2C19 inh -9, CYP2C9 inh 2, CYP2C19 act 1.1, EphB4 ephrin blk 1, PLAP activator 1.1, HIV Rev-RRE inh 5, CYP2C9 act 1 and Plk1 PBD FP -7.
Screening Cc1ccc(N2C(=O)C(Cc3ccccc3)NC2=S)cc1 (stereo unspecified) returned PLK1 kinase inh -5, CYP2C19 inh 39, CYP2C9 inh 78*, CYP2C19 act 0.6, EphB4 ephrin blk -10, PLAP activator 1.1, HIV Rev-RRE inh -1, CYP2C9 act 0.2 and Plk1 PBD FP -2.
Screening CC(=O)c1nc(N2C(=O)CC(Cc3cccc(C)c3)C2=O)sc1C (stereo unspecified) returned PLK1 kinase inh -3, CYP2C19 inh 37, CYP2C9 inh 49, CYP2C19 act 0.6, EphB4 ephrin blk 1, PLAP activator 1, HIV Rev-RRE inh 0, CYP2C9 act 0.5 and Plk1 PBD FP -10.
COc1ccc(CCC(=O)Nc2ccc(Br)cn2)cc1 was read as CYP2C19 inh 81*, CYP2C9 inh 21, CYP2C19 act 0.2, PLAP activator 0.9 and CYP2C9 act 0.8.
`O=C(CSc1nnc(-c2cccnc2)n1Cc1ccco1)N1c2ccccc2Sc2ccccc21` gave PLK1 kinase inh 4, CYP2C19 inh 18, CYP2C9 inh 36, CYP2C19 act 0.8, EphB4 ephrin blk 2, PLAP activator 1.7, HIV Rev-RRE inh -2, CYP2C9 act 0.6 and Plk1 PBD FP -26.
Screening C[C@H](NC(=O)Nc1ccc2c(c1)OCCO2)C(=O)O returned PLK1 kinase inh -10, CYP2C19 inh -12, CYP2C9 inh -4, CYP2C19 act 1.1, EphB4 ephrin blk -8, PLAP activator 0.9, HIV Rev-RRE inh 7, CYP2C9 act 1 and Plk1 PBD FP 11.

Molecules from the list above containing a furan ring, fused or not, in the order listed:
Screening O=c1[nH]nc(Cc2ccc(-c3ccc(Cl)cc3)o2)c2ccccc12 returned PLK1 kinase inh -4, CYP2C19 inh 5, CYP2C9 inh 11, CYP2C19 act 0.9, EphB4 ephrin blk -5, PLAP activator 1, HIV Rev-RRE inh 1, CYP2C9 act 0.9 and Plk1 PBD FP 27.
Cc1ccc(NC(=O)Cn2nnc(C(=O)NCc3ccco3)c2N)cc1 was read as PLK1 kinase inh 5, CYP2C19 inh -9, CYP2C9 inh -3, CYP2C19 act 1.1, EphB4 ephrin blk 2, PLAP activator 1.1, HIV Rev-RRE inh 0, CYP2C9 act 1 and Plk1 PBD FP 7.
`O=C(CSc1nnc(-c2cccnc2)n1Cc1ccco1)N1c2ccccc2Sc2ccccc21` gave PLK1 kinase inh 4, CYP2C19 inh 18, CYP2C9 inh 36, CYP2C19 act 0.8, EphB4 ephrin blk 2, PLAP activator 1.7, HIV Rev-RRE inh -2, CYP2C9 act 0.6 and Plk1 PBD FP -26.

Carrying on:
`CCN=C1SC(CC(=O)NC2CCCCC2)C(=O)N1CC` (stereo unspecified) gave PLK1 kinase inh -1, CYP2C19 inh 16, CYP2C9 inh -3, CYP2C19 act 0.8, EphB4 ephrin blk 2, PLAP activator 0.9, HIV Rev-RRE inh 3, CYP2C9 act 1 and Plk1 PBD FP -4.
For CC(C)CC(=O)N1CCN(c2ccc([N+](=O)[O-])c(NCc3ccccc3)c2)CC1 the results were PLK1 kinase inh -6, EphB4 ephrin blk 8, HIV Rev-RRE inh 6 and Plk1 PBD FP 26.
`O=C(c1ccccc1)N(Cc1ccccc1)c1ccccn1` gave PLK1 kinase inh -2, CYP2C19 inh 57*, CYP2C9 inh 33, CYP2C19 act 0.4, EphB4 ephrin blk 0, PLAP activator 0.8, HIV Rev-RRE inh 6, CYP2C9 act 0.7 and Plk1 PBD FP -8.
O=C(c1ccc(Br)s1)N1CCN(Cc2ccc3c(c2)OCO3)CC1 was read as PLK1 kinase inh -5, CYP2C19 inh 40, CYP2C9 inh 44, CYP2C19 act 0.6, EphB4 ephrin blk 6, PLAP activator 1.1, HIV Rev-RRE inh 7, CYP2C9 act 0.6 and Plk1 PBD FP -18.
Screening O=C(O)COc1ccc2occ(C(=O)c3ccccc3)c2c1 returned PLK1 kinase inh -6, CYP2C19 inh -4, CYP2C9 inh -13, CYP2C19 act 1, EphB4 ephrin blk -1, PLAP activator 1, HIV Rev-RRE inh -1, CYP2C9 act 1.1 and Plk1 PBD FP 29.
Cc1ccc(-c2c3c(=O)n(C)c(=O)n(C)c3cn2-c2ccccc2O)cc1 was read as CYP2C19 inh 19, CYP2C9 inh 44, CYP2C19 act 0.8, PLAP activator 1.6 and CYP2C9 act 0.6.
For COc1ccc(C(O)CNc2ccc(C)cc2)cc1 (stereo unspecified) the results were PLK1 kinase inh -15, CYP2C19 inh 92*, CYP2C9 inh 16, CYP2C19 act 0.1, EphB4 ephrin blk -7, PLAP activator 0.9, HIV Rev-RRE inh 1, CYP2C9 act 0.8 and Plk1 PBD FP 4.
`CCOC(=O)Cc1c(C)nc2c(-c3cccc(Br)c3)c[nH]n2c1=O` gave CYP2C19 inh 15, CYP2C9 inh 74*, CYP2C19 act 0.9, PLAP activator 1.1 and CYP2C9 act 0.3.
Screening Cc1ccc(NC(=O)CSc2nnc(-c3ccncc3)o2)cc1 returned PLK1 kinase inh 9, CYP2C19 inh 98*, CYP2C9 inh 51*, CYP2C19 act 0, EphB4 ephrin blk 7, PLAP activator 1, HIV Rev-RRE inh 7, CYP2C9 act 0.5 and Plk1 PBD FP -14.
Screening COc1ccc(Cn2nnnc2C(c2ccccc2Cl)N2CCN(C)CC2)cc1 (stereo unspecified) returned CYP2C19 inh 35, CYP2C9 inh 16, CYP2C19 act 0.7, PLAP activator 1.5 and CYP2C9 act 0.8.
Screening CCOC(=O)N1CCN(C(=O)CN(c2cccc(C)c2)S(=O)(=O)c2ccccc2)CC1 returned PLK1 kinase inh -16, CYP2C19 inh 48, CYP2C9 inh 72*, CYP2C19 act 0.5, EphB4 ephrin blk -6, PLAP activator 1.5, HIV Rev-RRE inh 5, CYP2C9 act 0.3 and Plk1 PBD FP -10.
For Cc1sc2ncn(CC(=O)OC(C)C(=O)NC(C)(C)C)c(=O)c2c1C (stereo unspecified) the results were PLK1 kinase inh -4, CYP2C19 inh 67*, CYP2C9 inh 27, CYP2C19 act 0.3, EphB4 ephrin blk 6, PLAP activator 1.6, HIV Rev-RRE inh 0, CYP2C9 act 0.7 and Plk1 PBD FP 10.
CC(C)(C)n1nc(-c2ccc(Cl)cc2)c2c(N)ncnc21 was read as PLK1 kinase inh 17, CYP2C19 inh 59*, CYP2C9 inh 13, CYP2C19 act 0.4, EphB4 ephrin blk -5, PLAP activator 0.8, HIV Rev-RRE inh 10, CYP2C9 act 0.9 and Plk1 PBD FP -7.
CCOC(=O)c1ccc(N=Cc2nc3ccccc3n2C)cc1 was read as CYP2C19 inh 3, CYP2C9 inh 2, CYP2C19 act 1, PLAP activator 1 and CYP2C9 act 1.
Screening CCC(CC)C(=O)Nc1cccc(C(=O)Nc2nccs2)c1 returned PLK1 kinase inh -17, CYP2C19 inh -1, CYP2C9 inh 16, CYP2C19 act 1, EphB4 ephrin blk 0, PLAP activator 1, HIV Rev-RRE inh 2, CYP2C9 act 0.8 and Plk1 PBD FP 9.
Screening CCn1c(SCC(=O)NCC2CCCO2)nnc1-c1c[nH]c2ccccc12 (stereo unspecified) returned PLK1 kinase inh -12, CYP2C19 inh 12, CYP2C9 inh -59, CYP2C19 act 0.9, EphB4 ephrin blk 7, PLAP activator 1.1, HIV Rev-RRE inh 10, CYP2C9 act 1.6 and Plk1 PBD FP 0.

Screening data deposited in PubChem by several laboratories.
